Source: PubChem BioAssay
zVAD death inh – inhibitors of zVAD-triggered necroptosis, primary screen, L929 cells; AID 1377, 2008; L929 zVAD necroptosis rescue, ATP luminescence, 24 h; with zVAD 60 µM; viability rescue, % at 10 µM; hit rate 0.38% among 220,000;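 active = activation, scaled between plate controls, above about 75%, limit read from the data; inactive = activation under that limit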;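 note: 0% = zVAD with DMSO and 100% = DMSO alone without zVAD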
TNF necrop inh – inhibitors of TNF-alpha triggered necroptosis, primary screen, cell-based, Jurkat FADD-/-, single concentration | AID 463075, 2010 | hit rate 0.068% among 220,000 | Jurkat FADD-/- TNF necroptosis rescue, ATP luminescence, 24 h; 0 = TNF only, 100 = no-TNF cells | activation (protection from cell death), % at 10 µM;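 active = activation, meaning protection from cell death, of at least 50% relative to plate controls; inactive = activation below 50%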;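 note: necroptosis triggered by 40 ng/mL TNF-alpha added together with compound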
FXIIa inh 1536 – human FXIIa protease inhibitors, primary screen, biochemical, 1536-well | Coagulation factor XII (Homo sapiens), P00748 | hit rate 0.3% among 220,000 | purified FXIIa, Boc-QGR-AMC fluorogenic substrate, 2 h | inhibition, % at 5 µM; in the data active = inhibition above about 40%;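 note: 0% = enzyme with no compound and 100% = blank without enzyme; many of its hits are not listed in these tables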
FXIa inh 1536 – human FXIa protease inhibitors, primary screen, biochemical, 1536-well; Coagulation factor XI (Homo sapiens), P03951; inhibition, % at 5 µM; hit rate 0.14% among 220,000; purified FXIa, Boc-Glu-Ala-Arg-AMC fluorogenic substrate;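 active = inhibition of at least 40%; inactive = inhibition below 40%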;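 note: fluorescence of freed AMC excited at 355 nm; 0% = enzyme without compound and 100% = no enzyme blank; many of its hits are not listed in these tables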
PPC-1+TRAIL kill – compounds killing PPC-1 cancer cells with TRAIL present, primary screen, TRAIL potentiator project, ATPLite luminescence, uHTS | PPC-1 cells + TRAIL, ATPLite viability luminescence | cell killing (% activity), % at 4 µM | hit rate 0.41% among 220,000 | AID 1443, 2008;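 active = cell killing above 50% in the first pass at 4 µM, then a duplicate retest at 5 µM averaging 50% or more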;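 note: plate controls were cells with TRAIL plus DMSO for no effect and medium-only wells lacking cells for full effect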
PGE2 EP2 inh – human EP2 receptor antagonists, primary screen, TR-FRET cAMP, C6 glioma cells | C6 glioma cells expressing human EP2; cells stimulated with saturating PGE2 | inhibition, % at 25 µM | hit rate 0.52% among 260,000;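 active = percent inhibition above 40 after rounding to a whole number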;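 note: rat C6 glioma host cells with rolipram phosphodiesterase inhibitor present; the protocol text gives 20 µM as final concentration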
Target sequence (P43116 whole entry, looked up): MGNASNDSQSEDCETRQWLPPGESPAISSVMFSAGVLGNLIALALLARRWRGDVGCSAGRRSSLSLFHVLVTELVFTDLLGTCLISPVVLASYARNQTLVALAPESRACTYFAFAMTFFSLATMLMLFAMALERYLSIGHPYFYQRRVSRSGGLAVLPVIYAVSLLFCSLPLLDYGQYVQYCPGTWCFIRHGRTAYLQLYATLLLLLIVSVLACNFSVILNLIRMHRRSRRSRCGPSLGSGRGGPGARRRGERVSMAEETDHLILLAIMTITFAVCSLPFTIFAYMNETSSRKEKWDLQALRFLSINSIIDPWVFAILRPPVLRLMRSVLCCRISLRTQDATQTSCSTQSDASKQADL
Wee1 degr inh – Wee1 degradation inhibitors, primary screen, cell-based, HeLa, Wee1K328M-luciferase, luminescence; AID 1321, 2008; HeLa Luc-Wee1K328M stability; 100% = proteasome inhibitor MG132 effect; hit rate 1.2% among 220,000; Wee1-like protein kinase (Homo sapiens), P30291; reporter increase, % at 5 µM;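 active = activation above the mean of all tested compounds plus 3 SD, set per screening run, cut at about 8.8% in these data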;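 note: cells exposed to compound for 20 h before luminescence read; 0% = DMSO alone and 100% = MG132 at 30 µM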
Target sequence (P30291 whole entry K328M): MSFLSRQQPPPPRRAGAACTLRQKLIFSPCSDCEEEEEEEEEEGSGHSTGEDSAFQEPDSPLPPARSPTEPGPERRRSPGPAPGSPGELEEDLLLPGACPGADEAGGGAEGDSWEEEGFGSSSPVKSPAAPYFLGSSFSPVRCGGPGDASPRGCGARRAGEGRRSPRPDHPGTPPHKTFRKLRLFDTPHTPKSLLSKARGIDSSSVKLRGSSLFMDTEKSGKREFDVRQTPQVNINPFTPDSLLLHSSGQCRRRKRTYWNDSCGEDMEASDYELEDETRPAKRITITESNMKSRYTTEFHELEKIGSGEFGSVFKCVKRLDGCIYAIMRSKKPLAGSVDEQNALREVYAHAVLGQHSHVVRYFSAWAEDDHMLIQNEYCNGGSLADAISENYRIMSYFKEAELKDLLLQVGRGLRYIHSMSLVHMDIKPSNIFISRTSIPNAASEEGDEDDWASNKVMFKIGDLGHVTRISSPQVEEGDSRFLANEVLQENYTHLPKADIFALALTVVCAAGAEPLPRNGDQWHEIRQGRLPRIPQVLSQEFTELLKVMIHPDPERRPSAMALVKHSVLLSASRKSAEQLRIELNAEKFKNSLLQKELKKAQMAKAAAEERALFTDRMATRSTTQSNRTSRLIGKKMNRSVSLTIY
TbHK1 inh – Trypanosoma brucei hexokinase 1 inhibitors, primary screen, biochemical, G6PDH-coupled NADH absorbance, MLSCN library | hexokinase 1 [Trypanosoma brucei] | recombinant TbHK1, G6PDH-coupled NADH A340 | inhibition, % at 10 µM | hit rate 0.11% among 220,000 | AID 1430, 2008;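 active = inhibition of 50% or more in the single-dose primary screen; inactive = inhibition below 50%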
CHOP inh – inhibitors of CHOP promoter induction, primary screen, cell-based, unfolded protein response, luciferase reporter; CHO-K1 CHOP-promoter luciferase, tunicamycin-induced, 15-18 h; inhibition, % at 10 µM; hit rate 3.8% among 220,000; AID 2732, 2010;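 active = compounds that reduced the stress-induced luciferase reporter signal by more than about 70% of percent inhibition, limit read from the data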;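 note: 0% = tunicamycin plus vehicle and 100% = wells without tunicamycin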
* marks the source's active call; other numbers are inactive results; x = not tested or not shown; & = joins results of further samples; [ ] = remark or other dose. This is a subset; rates above refer to the full screens.

SMILES	zVAD death inh	TNF necrop inh	FXIIa inh 1536	FXIa inh 1536	PPC-1+TRAIL kill	PGE2 EP2 inh	Wee1 degr inh	TbHK1 inh	CHOP inh
O=C(Oc1ccc(=O)n(-c2ccccc2)n1)c1ccc(F)cc1	-0.4	-0.7	16	36	14	6	0	1	24
Cc1ccc(C)n1-c1ncn[nH]1	-0.5	0.1	14	8	12	9	9	34	-12
CCN(CC)S(=O)(=O)c1ccc(NC(=O)COC(=O)c2cnc(C)cn2)cc1	2.8	1.5	7	-2	11	7	-4	-2	0
O=C1/C(=C/c2ccncc2)SC(=S)N1Cc1ccccc1	-1.2	-21	5	5	2	44*	2	-15	0
CC1(C)C2([N+](=O)[O-])CN3CC1([N+](=O)[O-])CN(C2)C3c1ccccc1 (stereo not given)	0.6	-2.8	0	-8	9	11	2	-13	-7
NC(=O)C1CCN(C(=S)c2ccc(-c3ccc(Br)cc3)o2)CC1	0.9	1.3	5	-3	5	15	-1	-8	34
CCOC(=O)c1cc(C)[nH]c1C	0.7	-1.6	8	-9	-6	8	3	-4	3
COc1ccc2cc(S(=O)(=O)c3ccccc3)c(=O)oc2c1	0.1	3.1	4	2	-2	8	0	-50	15
CC(C(=O)Nc1ccc(F)c(F)c1F)N1CCCCCC1 (stereo not given)	0.3	-0.6	13	4	30	x	0	-4	32
CCN1CCN(CC(=O)N2c3ccccc3CC2C)CC1 (stereo not given)	-0.1	-0.6	7	2	14	6	-1	0	-12
O=C(N/N=C/c1sc2ccccc2c1O)c1cccc2ccccc12	4.4	-8.1	8	7	-4	9	0	-4	50
CN(C)Cc1ccccc1Sc1ccccc1Br	0.1	1.2	13	9	6	11	-3	1	24
O=C(/C=C/c1ccccc1)NC(=S)NNC(=O)c1cccnc1	0.1	-2.2	-5	-5	14	8	1	-15	52
O=C(CCn1c2c(c3ccccc31)CCCC2)NNC(=O)c1ccccc1[N+](=O)[O-]	0.5	1.7	0	-3	-6	8	-4	-1	38
CCCN1C(=O)c2cc(C(=O)Nc3ccccc3CC)ccc2C1O (stereo not given)	0.1	1.3	17	3	-26	21	-1	3	9
COc1ccc(N=c2oc3ccccc3cc2C(=O)Nc2ccccn2)cc1OC	1.2	1.9	12	0	x	9	1	-16	44
Nc1nc2c(s1)C(=O)CCC2	-0.3	-0.4	-3	5	12	13	1	-14	-246
Cc1ccc2c(c1)c1c(n2CC(O)CN2C(=O)CNC2=O)C(=O)CCC1 (stereo not given)	0.0	-1.9	5	-4	2	14	0	-12	12
O=C(COc1ccc(Br)cc1CNC1CCCC1)Nc1ccccc1	0.9	4.8	4	-1	23	11	-3	-5	11
COc1cccc(C(=O)C2CCCN(C(=O)c3cccc(C#CC(C)(C)O)c3)C2)c1 (stereo not given)	0.5	2.0	-2	-7	5	6	2	-3	-7
CC(=O)Nc1ccc(NC(=O)C2CCCN2/C=C/C(=O)C(F)(F)F)cc1 (stereo not given)	2.2	0.2	3	-3	-1	1	5	-26	25
CC(=O)Nc1cccc(C(=O)/C=C/c2cccs2)c1	0.1	1.9	9	-2	29	11	-2	8	-65
CN1C(=O)C(CC(=O)NC2CCCCC2)N(C)C1=O (stereo not given)	-0.2	-0.3	20	15	0	8	-1	-2	-3
O=C(Cn1nc(C(=O)O)c2ccccc2c1=O)NC12CC3CC(CC(C3)C1)C2	9.0	0.1	1	-4	9	9	-1	-1	29
CCOC(=O)CC1C(=O)NCCN1C(=O)Nc1ccccc1 (stereo not given)	0.0	0.2	9	4	15	6	-1	-1	14
O=C(NC(=S)NCCc1ccccc1)c1ccco1	1.0	-3.8	-9	-13	-12	x	5	0	31
CCCCN(C)CCCNC(=O)c1ccc(N2CCCC2=O)cc1	1.8	-0.6	12	7	2	14	2	0	13
CCNC(=S)N/N=C(\C)c1ccc2ccccc2c1	0.7	-1.9	7	1	0	8	6	-15	-28
Cc1cc(C)n(C(=O)CNC(=O)Cc2ccccc2)n1	-0.3	-1.8	12	3	-19	8&8	1	-3	9
Cc1c(Cl)cccc1NC(=O)CSc1ncnc2c1cnn2CCc1ccccc1	0.2	0.3	9	-3	10	15	2	0	32
COc1ccccc1OCC(=O)Nc1ccc(S(=O)(=O)Nc2nc(C)cc(C)n2)cc1	0.1	-0.8	19	6	23	17	-1	6	18
COc1ccc(-c2nnc(SC(C)C(=O)NNC(=O)c3ccc(C)cc3)o2)cc1 (stereo not given)	2.4	-1.0	1	-5	26	11	1	0	24
COC(=O)C(=O)/C=C(\O)c1c(C)cc(C)cc1C	0.1	0.3	6	1	-9	5	0	-18	10
Cc1cc(=O)[nH]c(N=N/C(=N/Nc2ccccc2C)c2ccccc2)n1	1.5	-16	14	-3	42[5 µM]	0	2	-25	103*
CC(=O)Nc1ccc(S(=O)(=O)Oc2cccc(/C=C3\SC(N)=NC3=O)c2)cc1	9.0	2.4	7	5	17	23	3	-7	13
CCC(C)[C@H]1CNC(=S)N1CCC12CC3CC(CC(C3)C1)C2 (stereo not given in full)	-0.3	-11	6	-3	18	14	x	-12	80*
N#Cc1cc2c(=O)n3ccccc3nc2n(CC2CCCO2)c1=N (stereo not given)	0.6	-1.1	x	x	x	x	1	-9	x
O=C(CNC(=O)c1ccc(-c2ccccc2)cc1)OCc1ccc(Cl)cc1	x	1.9	7	1	7	9	2	-7	17
C=CCn1c(SCC(=O)Nc2ccc(-c3nc4ccc(C)cc4s3)cc2)nnc1-c1ccccc1	1.1	-0.2	6	6	1	9	5	-59	100*
O=C(c1ccc(CS(=O)(=O)Cc2ccc(Cl)cc2)o1)N1CCCC1	1.2	-0.5	9	0	1	3	-1	4	35
C=CC(=O)Nc1ccc(Br)cc1	1.3	2.6	-10	-8	-17	18	2	1	6
Cc1cc(C)nc(SCC(=O)Nc2nc(-c3ccccc3)c(-c3ccccc3)o2)n1	0.3	-1.1	5	9	-21	4	0	-4	46
Cc1ccc(NC(=O)CSc2ncn[nH]2)cc1	-1.5	0.8	-2	4	2	6	-1	-8	-21
CCCC(C)NC(=O)C1CCN(S(=O)(=O)c2ccccc2)CC1 (stereo not given)	0.5	0.4	-1	-1	8	-5	-1	-2	-2
Cc1ccsc1C(=O)Nc1cc(C(C)(C)C)nn1-c1ccccc1	1.2	0.7	7	2	-2	1	0	-2	4
CCCOC(=O)c1ccc(-c2c(C)noc2-c2ccc(OC)cc2O)o1	0.1	0.4	-8	-4	19	18	0	-2	93*
Cc1sc(NC(=O)c2cc(-c3ccc(Cl)cc3)nc3ccccc23)c(C(N)=O)c1C	-0.2	-0.9	17	13	12	17	-2	-3	-25
O=c1oc2cc(OCc3c(F)cccc3Cl)ccc2cc1-c1ccccn1	-0.2	-4.0	-57	-22	x	13	-4	-5	50
COC(=O)c1nnn(-c2cccc(Cl)c2)c1C(=O)OC	0.1	0.4	7	2	5	7	4	0	13
COc1ccc(OC)c(NC(=O)Cn2cnc3c(cnn3-c3ccccc3)c2=O)c1	0.3	0.3	15	9	x	8	-3	-6	11
CCNc1ccc(Br)cc(C(=O)/C=C/c2ccc3c(c2)OCO3)c1=O	-0.4	-13	12	2	4	11	-2	-9	-13
CC(=O)NC(CC(=O)Nc1ccc(S(=O)(=O)N2CCCCC2)cc1)c1ccccc1 (stereo not given)	0.9	0.5	-3	-6	24	6	-1	-8	9
CCOC(=O)C1CCCN(C2CC(=O)N(c3ccc(C)cc3)C2=O)C1 (stereo not given)	0.1	-0.3	19	12	-1	10	2	-6	18
CC1(C)c2ssc(=S)c2-c2ccccc2N1C(=O)c1ccco1	0.5	0.3	10	3	10	6&4	0	0	98*
COc1ccc(-c2nc(CS(=O)CC(=O)NCc3ccc(Cl)cc3)c(C)o2)cc1 (stereo not given)	0.9	-0.7	13	2	-16	8	1	-6	45
CCCCCc1c(O)nc(SCCN2CCOCC2)[nH]c1=O	0.5	-0.1	5	3	x	2	-4	-4	-6
Cc1ccc(C(=O)COC(=O)CNC(=O)CN2C(=O)c3ccccc3C2=O)cc1	0.2	1.7	9	2	21	12	-3	14	23
Cc1c(C2Nc3ccccc3NC3=C2C(=O)CC(C)(C)C3)cnn1C (stereo not given)	0.3	-0.2	12	-1	-5	21	1	-38	-17
CC(/C=N/n1c(C2CCCCC2)n[nH]c1=S)=C\c1ccccc1	0.1	-2.9	10	1	6	7	1	6	107*
Cc1ccc(S(=O)(=O)n2cc(-c3ccccc3)c(N)n2)cc1	-0.3	1.9	17	6	-3	10	-1	23	49
CCn1c(COc2cccc3ccccc23)nnc1SCC(N)=O	0.1	-0.4	1	2	-12	9&13	0	1	3
CSc1ccc(/C=N/N2CCN(Cc3ccc(Cl)cc3)CC2)cc1	6.3	1.3	4	-5	1	5	0	-5	21

In the list so far, these have an aryl methoxy group.
SMILES	zVAD death inh	TNF necrop inh	FXIIa inh 1536	FXIa inh 1536	PPC-1+TRAIL kill	PGE2 EP2 inh	Wee1 degr inh	TbHK1 inh	CHOP inh
COc1ccc2cc(S(=O)(=O)c3ccccc3)c(=O)oc2c1	0.1	3.1	4	2	-2	8	0	-50	15
COc1ccc(N=c2oc3ccccc3cc2C(=O)Nc2ccccn2)cc1OC	1.2	1.9	12	0	x	9	1	-16	44
COc1cccc(C(=O)C2CCCN(C(=O)c3cccc(C#CC(C)(C)O)c3)C2)c1 (stereo not given)	0.5	2.0	-2	-7	5	6	2	-3	-7
COc1ccccc1OCC(=O)Nc1ccc(S(=O)(=O)Nc2nc(C)cc(C)n2)cc1	0.1	-0.8	19	6	23	17	-1	6	18
COc1ccc(-c2nnc(SC(C)C(=O)NNC(=O)c3ccc(C)cc3)o2)cc1 (stereo not given)	2.4	-1.0	1	-5	26	11	1	0	24
CCCOC(=O)c1ccc(-c2c(C)noc2-c2ccc(OC)cc2O)o1	0.1	0.4	-8	-4	19	18	0	-2	93*
COc1ccc(OC)c(NC(=O)Cn2cnc3c(cnn3-c3ccccc3)c2=O)c1	0.3	0.3	15	9	x	8	-3	-6	11
COc1ccc(-c2nc(CS(=O)CC(=O)NCc3ccc(Cl)cc3)c(C)o2)cc1 (stereo not given)	0.9	-0.7	13	2	-16	8	1	-6	45
